Source: PubChem BioAssay
ARFGAP1 inhibitor = rat ARFGAP1 inhibition | Q62848 | Arfgap1-stimulated ARF1 GTP hydrolysis, GDP FP detection | hit rate 0.26% among 360,000 | AID 651572 | inhibition, % at 16.5 µM;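 active means inhibition above a per-plate limit, mean inhibition of low control wells plus 3 SD, cut at about 25% in these data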;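 further: 0% = DMSO wells with enzyme and 100% = wells lacking Arfgap1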
Target sequence (Q62848 1-136 limits assumed): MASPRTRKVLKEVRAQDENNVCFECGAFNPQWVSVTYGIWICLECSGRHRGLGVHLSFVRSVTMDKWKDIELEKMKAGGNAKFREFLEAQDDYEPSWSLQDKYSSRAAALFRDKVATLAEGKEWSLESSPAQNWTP
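Material: rat Arfgap1 GAP domain (His6, aa 1-136), purified enzyme. Also added: human ARF1(Δ1-17)-GTP substrate. Compound dosing: 16.5 µM single point, 1.26% DMSO. Timing: enzyme reaction 120 min at 25 °C after 20 min preincubation. Signal: GDP detection by fluorescence polarization. Read-out basis: percent inhibition of GAP-stimulated GDP formation, scaled between DMSO and no-Arfgap1 medians.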
GAA850 FXN act = increases GAA850 frataxin promoter reporter activity. HEK293 lucGAA850 FXN promoter luciferase reporter, 24 h; percent of 10 µM SAHA response. activation, % at 6 µM. hit rate 0.56% among 360,000. AID 540364;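 active means activation above the average of all compounds screened plus 3 SD, cutoff fixed separately per campaign, cut at about 7.5% in these data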;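 further: 0% = DMSO wells and 100% = 10 µM SAHA wells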
proKLK7 act = proKLK7 (human) activation, primary screen; P49862; purified proKLK7, EDANS-DABCYL substrate fluorescence; 100% is mature enzyme control, 0% vehicle; activation, % at 7 µM; hit rate 0.9% among 370,000;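 active means activation above the mean of all tested compounds plus 3 SD, computed per campaign excluding outliers beyond control limits, cut at about 13% in these data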
Target sequence (P49862 whole entry, looked up): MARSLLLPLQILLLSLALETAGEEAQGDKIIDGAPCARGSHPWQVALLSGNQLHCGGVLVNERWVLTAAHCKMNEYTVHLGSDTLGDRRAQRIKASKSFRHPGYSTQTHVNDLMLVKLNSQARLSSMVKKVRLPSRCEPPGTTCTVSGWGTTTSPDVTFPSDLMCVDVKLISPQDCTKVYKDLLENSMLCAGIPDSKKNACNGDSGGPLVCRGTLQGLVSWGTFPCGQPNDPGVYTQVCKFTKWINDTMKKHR
NPR2 activator = GC-B (human) receptor activation; P20594; HEK293-GC-B cells, CNP EC30, cGMP TR-FRET; 0% at EC30 CNP, 100% saturating CNP; activation, % at 10 µM; hit rate 0.11% among 370,000; AID 1920062;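 active means activation at 10 µM reaching about 35% in either raw or pattern-adjusted values, limit read from the data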
rCAG binder = binds r(CAG) RNA repeats; r(CAG) RNA repeat, TO-PRO-1 dye displacement fluorescence; inhibition, % at 3 µM; hit rate 1.3% among 370,000;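 active means inhibition above the plate cutoff, the mean of all test compounds on that plate plus 3 SD, cut at about 35% in these data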;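 further: 0% = DMSO alone and 100% = 100 µM mitoxantrone as full dye displacement; higher means more dye released from RNA so lower well fluorescence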
GC-A act = GC-A (human) enzyme activation. AID 1671463. hit rate 0.14% among 370,000. HEK293 GC-A cells, cGMP TR-FRET, EC30 ANP; 0% at EC30 ANP, 100% saturating ANP. activation, % at 10 µM. P16066; in the data active means activation above about 40%
HGIII-sPLA2 inh = Blocks human group III sPLA2 activity; inhibition, % at 12.2 µM; hit rate 0.56% among 370,000; AID 743126; QFRET BODIPY PC-A2 liposome hydrolysis, fluorescence;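 active means inhibition above mean plus 3 SD of compounds lying within the high and low control bounds, cut at about 19% in these data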;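 further: 0% = median of test compound wells and 100% = no enzyme DMSO wells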
Tn6 DDE FP = DD(E)-Tn6 binding inhibition, primary FP screen | AID 720509 | Fibrin DD(E) TRITC-Tn6 fluorescence polarization displacement | hit rate 0.21% among 370,000 | inhibition, % at 8.3 µM | P02675;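 active means inhibition above a per-campaign cutoff: mean of compounds within control limits plus 3 SD, cut at about 15% in these data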;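 further: 0% = median of all compound wells on the plate and 100% = blocking peptide control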
ASAP1 inh = inhibitors of human ASAP1 ArfGAP activity | inhibition, % at 16.5 µM | hit rate 0.19% among 360,000 | ASAP1-stimulated ARF1 GTP hydrolysis, GDP FP detection | Q9ULH1; in the data active means inhibition above about 25%;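 further: 0% = vehicle with enzyme and substrate and 100% = no enzyme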
Target sequence (Q9ULH1 325-724 limits assumed): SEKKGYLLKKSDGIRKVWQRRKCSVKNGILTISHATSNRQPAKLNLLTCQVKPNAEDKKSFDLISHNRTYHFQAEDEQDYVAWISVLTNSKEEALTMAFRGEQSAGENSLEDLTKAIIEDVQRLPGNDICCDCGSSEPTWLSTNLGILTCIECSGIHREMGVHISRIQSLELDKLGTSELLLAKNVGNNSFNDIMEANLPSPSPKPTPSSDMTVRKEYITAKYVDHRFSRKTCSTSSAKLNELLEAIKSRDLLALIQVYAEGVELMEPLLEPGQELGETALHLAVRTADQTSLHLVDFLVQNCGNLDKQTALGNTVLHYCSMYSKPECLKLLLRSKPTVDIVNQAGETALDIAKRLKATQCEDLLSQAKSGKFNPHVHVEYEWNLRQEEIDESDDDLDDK
ADAM10 inh = ADAM10 inhibition, QFRET primary screen; inhibition, % at 7 µM; recombinant ADAM10, EDANS/DABCYL FRET peptide cleavage, 3 h; O14672; hit rate 0.62% among 370,000;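 active means inhibition above a per-campaign cutoff equal to the mean of compounds falling between control-based bounds plus 3 SD, cut at about 20% in these data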;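 further: 0% = DMSO wells while the 100% control is not disclosed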
* hit, by the source's call; i = inactive; · = not tested or not shown; & = joins results of further samples.

SMILES	ARFGAP1 inhibitor	GAA850 FXN act	proKLK7 act	NPR2 activator	rCAG binder	GC-A act	HGIII-sPLA2 inh	Tn6 DDE FP	ASAP1 inh	ADAM10 inh
O=C(CSc1nnc(-c2cccs2)n1-c1ccccc1)N1CCOCC1	13	-1.0	-0.9	2	-5	1	0	1	1	1
Cc1ccc(NC(=O)CSc2nc3ccccc3nc2N2CCOCC2)c(C)c1	-13	-3.9	0.2	-11	4	-12	-3	0	14	4
CCOC(=O)c1ccc(NC(=O)Nc2ccc(Cl)cn2)cc1	7	2.1	0.4	-5	3	-4	-4	2	11	-4
COc1ccccc1CCC(=O)OCC(=O)Nc1cccc(S(=O)(=O)N2CCOCC2)c1	-2	2.9	0.2	0	1	-2	-20	10	-12	-4
COc1ccccc1C(=O)NCCC(=O)Nc1cccnc1	13	1.7	0.1	1	-4	4	6	4	-6	-5
COc1ccccc1NC(=O)C1CCCN(c2cc(C)nc3ncnn23)C1 (stereo not given)	-1	-0.9	0.2	-8	-2	-6	2	0	8	2
CC(C)(C)c1ccc(C2C3=C(CCCC3=O)NC3=C2C(=O)c2ccccc23)cc1 (stereo not given)	3	1.3	0.2	·	8	·	9	-3	6	-1
COc1cc(/C=C/C(=O)O)cc(S(=O)(=O)N2CCc3ccccc32)c1OC	-4	2.1	0.3	4	7	-4	-5	-10	-4	1
CCOC(=O)/C(=C\c1ccc(N2CCC(c3ccccc3)=N2)cc1)C(C)=O	-1	-15	-0.3	0	-1	7	4	7	-6	-12
COc1cc(OC)cc(-c2cc3nc(C4CCN(C(=O)OC(C)(C)C)CC4)cc(=O)n3[nH]2)c1	7	-3.2	-0.6	-6	3	-1	-13	-1	-2	-8
O=C(Nc1ccc(F)cc1)Nc1ccc(Oc2ncnc3cc(Cl)ccc23)nc1	-5	0.9	0.3	-7	-1	6	1	9	14	2
O=C(COC(=O)c1cccc(C(=O)OCC(=O)NC2CC2)n1)NC1CC1	-1	0.6	-0.2	1	-1	2	-3	-8	13	-2
O=C(c1cc2ccccc2oc1=O)N1CCCC1	-12	-0.1	0.8	6	2	-1	6	2	8	-10
O=C(Nc1cccc(C(=O)N2CCCCC2)c1)C1CCCC1	19	-3.4	-0.1	4	0	4	2	6	-8	-4
Cc1cc(C)c2c(=O)[nH]c(SCC(=O)c3ccc(C)c(C)c3)nc2n1	-3	-0.8	-0.2	-6	21	0	-13	1	4	-7
CC(C)c1cc(C(N)=O)c(NC(=O)c2cccc(COc3ccc(Br)cc3)c2)s1	11	5.4	-6.4	5	21	-2	2	4	18	-12
CCc1cccc(OCC(=O)Nc2ccccc2N2CCCC2)c1	0	2.3	0.3	-2	-3	-5	-3	-7	12	1
COc1ccccc1N(CC(=O)Nc1ccc(S(=O)(=O)N2CCCCC2)cc1)S(C)(=O)=O	-2	-0.4	-0.4	-5	7	7	-21	7	4	-4
O=C1CCCCC1	3	-0.3	-0.9	2	0	1	-2	1	-7	-9
Cc1ccc(NC(=O)CSCC(=O)Nc2ccccc2C(=O)N2CCCCC2)cc1	-11	-0.3	0.4	0	-3	-2	0	2	13	-4
CC1CCc2c(sc3[nH]c(=S)n(C)c(=O)c23)C1 (stereo not given)	16	-0.2	-0.6	-6	4	1	4	4	1	3
O=C(NNS(=O)(=O)c1ccc(F)cc1)c1cc2ccccc2cc1O	10	-0.2	-13	2	21	0	-18	-5	-1	8
COC(=O)C1=C(C)N(C)C(=NCc2cccc(C(F)(F)F)c2)NC1c1cccc(Cl)c1 (stereo not given)	-5	·	-0.2	-20	7	-16	-4	6	-14	0
COc1cc(C(=O)N/C(=C\c2cn(S(=O)(=O)N(C)C)c3ccccc23)C(=O)NCCCO)cc(OC)c1OC	-8	-2.2	0.5	6	2	-4	0	-5	-2	6
CC(=O)NC(C)C(=O)OCc1ccc(Cl)cc1Cl (stereo not given)	1	0.3	0.0	-9	0	6	-4	5	-5	-10

Next part:
SMILES	ARFGAP1 inhibitor	GAA850 FXN act	proKLK7 act	NPR2 activator	rCAG binder	GC-A act	HGIII-sPLA2 inh	Tn6 DDE FP	ASAP1 inh	ADAM10 inh
C=CCn1c(O)c(N=NC(=S)Nc2ccc(OC)c(Cl)c2)c2ccccc21	7	-1.7	0.8	-7	5	-1	7	-3	-8	-1
CN1CCN(C(=O)c2cnn(-c3ccccc3)c2NC(=O)c2ccccc2Br)CC1	-1	1.7	0.1	-4	4	-1	1	4	0	10
C[C@H]1[C@@H](c2ccccc2)OC(O)([C@H](Cc2ccccc2)NC(=O)OC(C)(C)C)CN1C (stereo not given in full)	·	·	·	-12	·	-8	-5	-6	·	3
COc1ccc(NC(=S)N/N=C/c2ccc(F)c(F)c2)cc1	1	2.3	-0.3	-2	2	1	6	0	0	5
Cc1cc(NC(=O)c2ccc(S(=O)(=O)N3CCCC3)cc2)nc2c1c(=O)oc1ccccc12	0	1.1	0.3	-2	2	3	-3	0	-5	-44
CCC(c1nnc(SCC(=O)Nc2cc(Cl)ccc2C#N)n1C1CCCCC1)N(C)C (stereo not given)	9	-0.5	-0.4	6	-6	15	-22	4	9	0
O=C(COC(=O)c1ccc2c(c1)OCCO2)NCc1ccc(Cl)cc1	2	0.3	0.8	-3	1	-6	-1	2	8	-9
CCN1CCN(CCNC(=O)C2CCCN(Cc3nc(-c4cccc(Cl)c4)oc3C)C2)CC1 (stereo not given)	-7	-0.5	-0.5	-7	-3	-3	11	-11	9	-9
COC(=O)[C@]1(C)N[C@H](CN(C)C(=O)Nc2ccc(Cl)cc2)[C@@H]2C(=O)N(C)C(=O)[C@@H]21	-10	1.1	0.8	1	-1	0	3	-5	-12	-8
CCNC(=O)/C=C1\NC(C)(C)Cc2c1ccc1ccccc21	15	1.8	0.8	-3	-5	-5	-4	-4	3	-23
CSCCC(=O)Nc1nc(-c2ccccn2)cs1	-2	2.5	0.8	2	2	4	-3	-1	4	-7
CCn1nccc1C(=O)Nc1ccc(C(=O)OC(C)C)cc1	18	2.5	0.1	3	-3	6	-7	5	-7	6
Cc1ccc(S(=O)(=O)N2CCOCC2)cc1NC(=O)c1ccc(F)cc1F	0	0.2	0.6	5	0	-2	8	3	5	-13
O=S(=O)(c1ccc(Cl)cc1)N1CCCC1c1nc(-c2cccc(Cl)c2)no1 (stereo not given)	4	-3.2	0.1	1	-2	-2	-3	0	5	2
O=C(CCC1CCCC1)Nc1ccccc1-c1ccccc1	3	2.1	-1.1	-7	-11	-2	14	-8	9	1
C=CCN(CC=C)C(=O)C1CCN(S(=O)(=O)c2ccc(N3CCCC3=O)cc2)CC1	0	-1.6	-0.1	3	-2	2	1	-4	8	-6
c1coc(CNC2CCCCC2)c1	-5	-0.1	-0.6	5	2	-1	3	0	-12	7
CCOC(=O)/C(C#N)=C/c1ccc(OC(=O)c2ccccn2)cc1	-14	-1.5	-0.1	-1	3	0	-6	1	2	3
COc1cc(S(=O)(=O)N2CCN(c3ccccc3)CC2)ccc1Cl	-14	0.8	-0.6	1	2	-6	0	-2	0	11
COc1ccc(/C=N/NC(=O)c2ccc(COc3cccc4cccnc34)cc2)cc1OC	7	0.8	-0.8	-1	6	1	-3	-12	11	-12
CCOC(=O)Nc1ccc(OC)cc1S(=O)(=O)N1CCCCC1	-1	3.0	0.0	6	0	2	2	2	4	-9
Cc1ccc(S(=O)(=O)N2CCCC2C(=O)OCc2nc3ccccc3s2)cc1 (stereo not given)	18	-1.8	0.8	7	6	-2	-11	-7	9	0
Cc1ccsc1CN(C)C(=O)CN1C(=O)NC2(CCCc3ccccc32)C1=O (stereo not given)	-3	-0.1	-0.5	11	0	-1	-4	-3	-11	6
C=C(CN(C)C)C(=O)c1ccc(C)cc1C	-15	-12	0.8	15	2	26	1	-5	-11	-12
CSc1cccc(CN2CCC(CO)(Cc3cccc(C(F)(F)F)c3)CC2)c1	0	-2.3	0.5	-3	-9	-10	-6	2	8	6

2 records drawn at random from the list so far, as already listed:
SMILES	ARFGAP1 inhibitor	GAA850 FXN act	proKLK7 act	NPR2 activator	rCAG binder	GC-A act	HGIII-sPLA2 inh	Tn6 DDE FP	ASAP1 inh	ADAM10 inh
CCOC(=O)/C(=C\c1ccc(N2CCC(c3ccccc3)=N2)cc1)C(C)=O	-1	-15	-0.3	0	-1	7	4	7	-6	-12
Cc1ccc(NC(=O)CSCC(=O)Nc2ccccc2C(=O)N2CCCCC2)cc1	-11	-0.3	0.4	0	-3	-2	0	2	13	-4

The list continues:
SMILES	ARFGAP1 inhibitor	GAA850 FXN act	proKLK7 act	NPR2 activator	rCAG binder	GC-A act	HGIII-sPLA2 inh	Tn6 DDE FP	ASAP1 inh	ADAM10 inh
CC1CN2C(c3ccc(Cl)cc3)=CSC2=N1 (stereo not given)	-6	2.6	-1.1	-7	0	-6	5	-5	12	-11
CCC1Nc2ncnc(N3CCOCC3)c2N(Cc2ccc(Br)cc2)C1=O (stereo not given)	-6&10	0.0	0.6&1.2	-4&1	0&3	-4&-2	0&1	-7&5	-14&3	-2&-10
CCc1ccc(N2CC(C(=O)Nc3cccc(C(=O)NC4CC4)c3)CC2=O)cc1 (stereo not given)	5	-0.4	-0.1	-2	3	0	-8	-1	10	-2
Cn1nccc1C(=O)N1CCN(c2ncccn2)CC1	-1	-0.2	0.1	2	-2	5	4	3	-3	-9
Cc1cc[n+](-c2[nH]c(=O)sc2/C=N/N=C(\[O-])c2ccncc2)cc1	1	0.1	0.1	1	1	-2	0	-11	6	18
COc1ccc(-c2ccccc2NC(=O)C2CCCN(Cc3ccco3)C2)cc1 (stereo not given)	2	-4.0	-0.3	-5	-8	-10	2	-10	12	-1
COc1cccc(C(CC(=O)NCCN2CCOCC2)NS(=O)(=O)c2ccc(C)cc2)c1OC (stereo not given)	1	1.5	-0.3	-1	-4	-2	-5	1	5	-1
CCCc1cc(NC(=O)COC(=O)c2nccnc2N)n(-c2ccccc2)n1	-3	-1.4	-7.1	-1	14	-2	2	10	1	i
COc1ccc(-c2nc3ccc(Cl)cn3c2Cc2ccccc2)cc1OC	3	·	-0.5	3	24	0	-9	9	-9	-26
Cn1c(-c2ccc(Br)o2)nc2cc(Br)ccc21	-4	6.5	-0.3	5	1	-1	6	4	1	5
COc1cc(NC(=O)c2cc([N+](=O)[O-])ccc2NC(=O)CN2CCN(c3ccccn3)CC2)cc(OC)c1	8	-5.3	0.4	1	6	-15	0	-5	-1	-14
O=S1(=O)C=C(SCCN2CCCCC2)c2ccccc21	4	-2.5	0.2	2	-1	-2	1	-1	-17	6
COc1ccc(CC(=O)Nc2cc(S(=O)(=O)N3CCCCC3)ccc2N2CCN(C)CC2)cc1	4	-1.2	0.2	4	-7	4	-10	-9	-11	-3
CCOC(=O)c1c(C)n(CC(O)c2ccccc2)c2ccc(O)cc12 (stereo not given)	-1	-0.9	-0.4	-1	1	2	-35	1	11	0
